TRb-SRC2 inh: inhibitors of human thyroid hormone receptor beta-SRC2 interaction. P10828. TRbeta-SRC2 peptide binding, fluorescence polarization; receptor liganded with 1 µM T3. Potency, µM (titrated, usually from 106 µM), inactives show at the highest dose activity change, negative = inhibition, hits mostly inhibitors. actives 0.065% (n = 280,000). AID 1469;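 note: potency is the fitted concentration of half-maximal effect; plate controls were bound peptide for no effect and peptide without receptor for full effect; nearly all actives have a fitted effect of over 50% in size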
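Polarization signal, normalized between peptide-alone and full complex controls, measured compound effects on T3-liganded human TRb LBD (0.6 uM) binding 20 nM Texas Red SRC2 peptide after 5 hr.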
TexasRed fluor: counter-screen for TRb-SRC2 inhibitors: fluorescence interference | TRb/SRC2 Texas Red total fluorescence interference | Potency, µM (top dose mostly 106 µM), for inactives: at the top dose fluorescence change, negative = quenching | actives 0.29% (n = 280,000) | AID 1479; active = well fitted curve in either direction with a large enough effect; inconclusive = small, poorly fitted or top-dose-only effect; note: potency is the fitted concentration of half-maximal effect; % is set by controls: 0 for no effect and ±100 for the full control effect
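Human TRb ligand-binding domain at 0.6 uM with 20 nM Texas Red SRC2 peptide in Tris buffer containing 1 uM T3 and 5% DMSO, incubated with compound 5 h at ambient temperature. Total fluorescence (555/632 nm) calculated as parallel + 2 × perpendicular.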
Epigenetic derep: derepresses silenced GFP reporter in murine cells; actives 0.2% (n = 280,000); Potency, µM (doses to about 53.9 µM), for inactives: at the top dose GFP activation, most hits filed as activators; murine LDR cells, GFP reporter derepression, 30 h; AID 1865; note: potency is the fitted concentration of half-maximal effect; % of control where 0% means no effect; nearly all actives have a fitted effect of over 60% in size
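GFP-positive cell count by laser-scanning cytometry (objects 20–120 um) after 30 h, 37 C compound exposure of murine LDR cells; reporter is CMV-GFP integrated at a silenced locus, inducible by HDAC or DNMT inhibitors.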
NPSR antagonist: neuropeptide S receptor (human) antagonism, cAMP | Potency, µM (highest dose often 38.3 µM), for the others: top-dose activity change, negative = inhibition, most hits filed as inhibitors | CHO-NPSR cells, cAMP TR-FRET, antagonist mode | actives 1% (n = 220,000) | Q6W5P4; note: potency is the fitted concentration of half-maximal effect; % is set by controls: 0 for no effect and ±100 for the full control effect; nearly all actives have a fitted effect of over 50% in size; many of its hits are not listed in these tables
Target sequence (Q6W5P4 whole entry, looked up): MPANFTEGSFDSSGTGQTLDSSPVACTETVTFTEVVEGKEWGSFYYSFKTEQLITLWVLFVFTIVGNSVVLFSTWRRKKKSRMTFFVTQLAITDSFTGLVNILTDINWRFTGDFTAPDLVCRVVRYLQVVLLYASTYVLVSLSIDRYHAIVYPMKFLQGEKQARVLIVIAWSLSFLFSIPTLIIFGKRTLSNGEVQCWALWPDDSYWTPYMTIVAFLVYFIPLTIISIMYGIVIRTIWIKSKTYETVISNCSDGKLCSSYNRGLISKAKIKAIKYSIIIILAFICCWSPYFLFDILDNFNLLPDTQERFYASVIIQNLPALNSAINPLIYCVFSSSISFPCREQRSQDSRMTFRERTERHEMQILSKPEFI
CBFb RUNX1 block: CBF-beta/RUNX1 interaction disruption | AlphaScreen CBFb-His/RUNX1-biotin binding, biochemical | Potency, µM (top dose mostly 59.8 µM), without a hit: at the highest dose activity, negative = inhibition, usual class: inhibitors | 230,000 tested, under 10 active | AID 1477; note: % of control where 0% means no effect
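AlphaScreen binding: CBFb-His and RUNX1-biotin (30 nM each) preincubated 20 min, compound added for 15 min, then nickel and streptavidin beads for 90 min, all at room temperature. Disruption of the interaction by any mechanism counts as activity.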
GLA spleen mod: inhibitors or activators of human alpha-galactosidase in spleen homogenate; P06280; human spleen homogenate, 4MU-alpha-Gal fluorescence, 40 min; Potency, µM (doses to about 80 µM), for the others: at the top dose activity change, negative = inhibition, hits mostly inhibitors; actives 0.008% (n = 240,000);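 note: potency is the fitted concentration of half-maximal effect; 0% = enzyme with vehicle and -100% = no enzyme basal signal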
Target sequence (P06280 32-429 limits assumed): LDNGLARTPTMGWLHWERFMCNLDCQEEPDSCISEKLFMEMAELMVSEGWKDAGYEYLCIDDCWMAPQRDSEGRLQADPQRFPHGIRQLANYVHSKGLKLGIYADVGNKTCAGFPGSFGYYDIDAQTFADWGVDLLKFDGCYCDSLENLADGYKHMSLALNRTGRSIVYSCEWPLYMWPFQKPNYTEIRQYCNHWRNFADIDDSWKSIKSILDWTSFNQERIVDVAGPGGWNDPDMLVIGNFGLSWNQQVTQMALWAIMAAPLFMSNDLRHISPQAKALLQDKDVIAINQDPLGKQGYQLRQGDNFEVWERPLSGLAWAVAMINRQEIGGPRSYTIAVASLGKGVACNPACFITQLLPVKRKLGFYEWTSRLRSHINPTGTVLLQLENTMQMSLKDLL
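Fluorogenic readout (Ex 365/Em 440 nm) of 4-methylumbelliferone released from 1 mM 4-MU-alpha-galactoside by spleen homogenate, 40 min at 37C, pH 5.0. Data normalized to no-enzyme and enzyme controls; Hill-equation AC50 from compound titrations.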
Tau fibril FP: blocks human tau fibril formation measured by polarization | K18 P301L tau heparin fibrillization, Alexa594 FP, 6 h | Potency, µM (series often up to 57.7 µM), inactives show at the top dose activity, negative = inhibition, hits mostly inhibitors | actives 0.39% (n = 280,000) | AID 1468; note: potency is the fitted concentration of half-maximal effect; % is set by controls: 0 for no effect and ±100 for the full control effect; nearly all actives have a fitted effect of over 55% in size
Target sequence (P10636 561-689 P618L limits assumed): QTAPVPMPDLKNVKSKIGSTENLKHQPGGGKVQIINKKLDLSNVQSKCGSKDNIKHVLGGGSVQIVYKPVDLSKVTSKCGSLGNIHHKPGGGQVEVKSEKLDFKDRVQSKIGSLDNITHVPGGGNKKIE
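Human tau K18 […] P301L fragment, 15 uM unlabeled plus 0.24 uM Alexa 594-labeled tau (final), with compound and 20 uM heparin in 100 mM sodium acetate pH 7; 6 hr at 37 C, then Alexa 594 FP read.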
Tau fluor counter: counter-screen for tau fibril formation inhibitors; AID 1463; tau K18 P301L (four-repeat tau fragment) Alexa594 fluorescence, heparin fibrillization; actives 0.93% (n = 280,000); Potency, µM (doses to about 57.7 µM), for inactives: at the top dose activity change, negative = decrease; note: potency is the fitted concentration of half-maximal effect; % is set by controls: 0 for no effect and ±100 for the full control effect; nearly all actives have a fitted effect of over 55% in size
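Human K18 P301L tau (15 uM unlabeled plus 0.24 uM Alexa 594-labeled, final) in 100 mM sodium acetate pH 7 was mixed with compound and 20 uM heparin and incubated 6 hr at 37 C.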
An asterisk follows results filed as active; [ ] = another dose, or the depositor's remark. Unless noted, calls come from the whole dose curve; as a rule, active = well fitted curve in the direction sought with a large enough effect; inconclusive = small, poorly fitted or top-dose-only effect, or another doubt; inactive = no such curve, though single readings can be large; an effect the other way counts as inactive or inconclusive.

Start of the data: the first two compounds, ahead of the listing:
Results for CCN(CC)c1nc2c(-c3cccc(Br)c3)nnn2c2ccccc12 ?
TRb-SRC2 inh: 1%; TexasRed fluor: 0%; Epigenetic derep: -1.0%; Tau fibril FP: -7%; Tau fluor counter: -21%

What do the screens show for `Cc1cccc(NC(=O)C2c3ccccc3C(=O)N3CCc4ccccc4C23)n1` (stereo not given)?
TRb-SRC2 inh: 3%; TexasRed fluor: 0%; Epigenetic derep: 0.0%; NPSR antagonist: -16%[46.1 µM]; CBFb RUNX1 block: -3%; GLA spleen mod: 2%; Tau fibril FP: 1%; Tau fluor counter: -12%

This part in full, previewed entries included:
Results for CCN(CC)c1nc2c(-c3cccc(Br)c3)nnn2c2ccccc12 ?
TRb-SRC2 inh: 1%; TexasRed fluor: 0%; Epigenetic derep: -1.0%; Tau fibril FP: -7%; Tau fluor counter: -21%

What do the screens show for `Cc1cccc(NC(=O)C2c3ccccc3C(=O)N3CCc4ccccc4C23)n1` (stereo not given)?
TRb-SRC2 inh: 3%; TexasRed fluor: 0%; Epigenetic derep: 0.0%; NPSR antagonist: -16%[46.1 µM]; CBFb RUNX1 block: -3%; GLA spleen mod: 2%; Tau fibril FP: 1%; Tau fluor counter: -12%

Results for Cc1ccc(C(=O)NC(=S)Nn2cnnc2)cc1 ?
TRb-SRC2 inh: -6%; TexasRed fluor: -9%; Epigenetic derep: 0.0%; NPSR antagonist: 1%[46.1 µM]; CBFb RUNX1 block: 0%; GLA spleen mod: 1%; Tau fibril FP: -10%; Tau fluor counter: -3%

What do the screens show for `CCOc1ccc(N2CC(NC(=O)C3CCCCC3)CC2=O)cc1` (stereo not given)?
TRb-SRC2 inh: -3%; TexasRed fluor: -1%; Epigenetic derep: 2.1%; Tau fibril FP: -4%; Tau fluor counter: -3%

How did CCOC(=O)C1CCN(C(=O)c2ccc3c(=O)n4nc(Nc5cc(C)ccc5C)sc4nc3c2)CC1 do in these assays?
TRb-SRC2 inh: -3%; TexasRed fluor: -1%; Epigenetic derep: 1.3%; Tau fibril FP: -5%; Tau fluor counter: -16%

Results for O=C(c1cc(-c2ccccn2)nc2c(Cl)cccc12)N1CCN(S(=O)(=O)c2ccccc2)CC1 ?
TRb-SRC2 inh: 0%; TexasRed fluor: -3%; Epigenetic derep: 1.3%; NPSR antagonist: -4%; CBFb RUNX1 block: -1%; GLA spleen mod: -1%; Tau fibril FP: 14%; Tau fluor counter: 5%

What do the screens show for `COC(=O)c1sc(S(=O)(=O)Nc2ccc(C)cc2)c(C(=O)OC)c1C`?
TRb-SRC2 inh: 0%; TexasRed fluor: -4%; Epigenetic derep: 1.1%; NPSR antagonist: 10%; CBFb RUNX1 block: 3%; GLA spleen mod: -8%; Tau fibril FP: -2%; Tau fluor counter: -5%

How did COc1cccc(Nc2nc3cc(OC)ccc3cc2C#N)c1 do in these assays?
TRb-SRC2 inh: 5%; TexasRed fluor: 0%; Epigenetic derep: 3.9%; NPSR antagonist: -57%; CBFb RUNX1 block: 6%; GLA spleen mod: 0%; Tau fibril FP: inconclusive; Tau fluor counter: -17%

What do the screens show for `O=C(c1ccncc1)N1N=C(C2CCCCC2)CC1(O)C(F)(F)F` (stereo not given)?
TRb-SRC2 inh: 6%; TexasRed fluor: -1%; Epigenetic derep: 3.4%; NPSR antagonist: -8%; CBFb RUNX1 block: -3%; GLA spleen mod: -6%; Tau fibril FP: 1%; Tau fluor counter: -7%

How did Cc1cccnc1NC(=S)NC(=O)c1cncc(Br)c1 do in these assays?
TRb-SRC2 inh: -3%; TexasRed fluor: 0%; Epigenetic derep: -2.1%; NPSR antagonist: -2%[46.1 µM]; CBFb RUNX1 block: 5%; GLA spleen mod: 7%; Tau fibril FP: -2%; Tau fluor counter: 6%

Results for Cc1ccc(C(=O)CSc2nc3cc(C(=O)NC4CCCC4)ccc3c(=O)n2CC2CCCO2)c(C)c1 (stereo not given) ?
TRb-SRC2 inh: 4%; TexasRed fluor: -1%; Epigenetic derep: -2.3%; Tau fibril FP: -2%; Tau fluor counter: -1%

Results for NS(=O)(=O)c1ccc(N/N=C/c2cn(-c3ccccc3)nc2-c2cccs2)c([N+](=O)[O-])c1 ?
TRb-SRC2 inh: -7%; TexasRed fluor: -2%; Epigenetic derep: 1.1%; NPSR antagonist: -23%; CBFb RUNX1 block: 7%; GLA spleen mod: 1%; Tau fibril FP: 16%; Tau fluor counter: inconclusive

What do the screens show for `CSc1cccc(NC(=O)CN(Cc2ccc(Cl)cc2)S(C)(=O)=O)c1`?
TRb-SRC2 inh: -1%; TexasRed fluor: 3%; Epigenetic derep: 0.0%; NPSR antagonist: -8%[46.1 µM]; CBFb RUNX1 block: 2%; GLA spleen mod: -5%; Tau fibril FP: -2%; Tau fluor counter: inconclusive

What do the screens show for `COC(=O)c1cc(=O)n(CCc2ccccc2)c(=Nc2ccc(F)cc2)s1`?
TRb-SRC2 inh: 9%; TexasRed fluor: -1%; Epigenetic derep: -0.8%; NPSR antagonist: 10µM*; CBFb RUNX1 block: -3%; GLA spleen mod: 8%; Tau fibril FP: -12%; Tau fluor counter: -17%

How did O=C(CCS(=O)(=O)Cc1ccccc1F)NCCCN1CCCCC1 do in these assays?
TRb-SRC2 inh: -10%; TexasRed fluor: -1%; Epigenetic derep: -0.6%; NPSR antagonist: -4%[46.1 µM]; CBFb RUNX1 block: 11%; GLA spleen mod: 3%; Tau fibril FP: 0%; Tau fluor counter: -6%

What do the screens show for `CN1CCSc2ccc(C(=O)Nc3ccc(Cl)cc3)cc21`?
TRb-SRC2 inh: 2%; TexasRed fluor: -4%; Epigenetic derep: 3.1%; NPSR antagonist: inconclusive; CBFb RUNX1 block: 10%; GLA spleen mod: 1%; Tau fibril FP: 6%; Tau fluor counter: -29%

How did CCC1=Nc2cc(C(=O)NCc3ccccc3OC)ccc2Sc2ccc(Cl)cc21 do in these assays?
TRb-SRC2 inh: 11%; TexasRed fluor: -2%; Epigenetic derep: 7.6%; Tau fibril FP: -11%; Tau fluor counter: -14%

What do the screens show for `Cc1noc(C(=O)NCc2ccco2)c1Cl`?
TRb-SRC2 inh: -4%; TexasRed fluor: -1%; Epigenetic derep: 0.0%; NPSR antagonist: 0%[46.1 µM]; CBFb RUNX1 block: 3%; GLA spleen mod: -6%; Tau fibril FP: -9%; Tau fluor counter: -4%

Results for COC(=O)C1=C(O)CSC1=Nc1ccccc1 ?
TRb-SRC2 inh: 7%; TexasRed fluor: -2%; Epigenetic derep: -4.5%; NPSR antagonist: -11%[46.1 µM]; CBFb RUNX1 block: 1%; GLA spleen mod: 3%; Tau fibril FP: -3%; Tau fluor counter: -2%

How did COc1ccc(-c2noc(N(c3cccc(Cl)c3)c3nc(-c4ccc(OC)c(OC)c4)no3)n2)cc1OC do in these assays?
TRb-SRC2 inh: 0%; TexasRed fluor: 1%; Epigenetic derep: -3.5%; Tau fibril FP: 2%; Tau fluor counter: 9%

Results for Cc1c(C(=O)NNS(=O)(=O)c2ccccc2Cl)sc(=S)n1C ?
TRb-SRC2 inh: -3%; TexasRed fluor: -1%; Epigenetic derep: 0.0%; NPSR antagonist: 13%; CBFb RUNX1 block: -15%; GLA spleen mod: 4%; Tau fibril FP: -11%; Tau fluor counter: -9%

Results for O=c1ncn(-c2cccc(F)c2)c2ncccc12 ?
TRb-SRC2 inh: -17%; TexasRed fluor: 0%; Epigenetic derep: -5.7%; NPSR antagonist: -10%[46.1 µM]; CBFb RUNX1 block: 11%; GLA spleen mod: -2%; Tau fibril FP: 1%; Tau fluor counter: 3%

What do the screens show for `O=c1ccnc2n1COCS2`?
TRb-SRC2 inh: 4%; TexasRed fluor: -1%; Epigenetic derep: 0.0%; NPSR antagonist: -20%; CBFb RUNX1 block: -6%; GLA spleen mod: 0%; Tau fibril FP: -5%; Tau fluor counter: -12%

How did O=C(C/C=N\OCc1ccc([N+](=O)[O-])cc1)Nc1ccc(Cl)cc1 do in these assays?
TRb-SRC2 inh: 1%; TexasRed fluor: -1%; Epigenetic derep: -0.6%; NPSR antagonist: -4%; CBFb RUNX1 block: -8%; GLA spleen mod: 0%; Tau fibril FP: -3%; Tau fluor counter: -28%

Results for CCCc1[nH]n(-c2ccc(F)cc2)c(=O)c1C=Nc1ccc(C)cc1 ?
TRb-SRC2 inh: 4%; TexasRed fluor: 0%; Epigenetic derep: -0.6%; NPSR antagonist: -1%; CBFb RUNX1 block: -3%; GLA spleen mod: 4%; Tau fibril FP: -12%; Tau fluor counter: -17%

Results for N/C(=N\OC(=O)c1ccc(=O)n(Cc2ccccc2)c1)c1ccccn1 ?
TRb-SRC2 inh: -5%; TexasRed fluor: -1%; Epigenetic derep: -1.3%; NPSR antagonist: 3%; CBFb RUNX1 block: -4%; GLA spleen mod: -12%; Tau fibril FP: -3%; Tau fluor counter: 1%

How did OC(COc1ccc2c(c1)CCC2)Cn1cnc2ccccc21 (stereo not given) do in these assays?
TRb-SRC2 inh: -5%; TexasRed fluor: -7%; Epigenetic derep: 0.9%; NPSR antagonist: -21%[46.1 µM]; CBFb RUNX1 block: 4%; GLA spleen mod: 4%; Tau fibril FP: 2%; Tau fluor counter: 2%

What do the screens show for `Cc1csc2nc(-c3ccc(NS(=O)(=O)c4cccc(F)c4)cc3)cn12`?
TRb-SRC2 inh: -9%; TexasRed fluor: -1%; Epigenetic derep: 4.4%; Tau fibril FP: inconclusive; Tau fluor counter: inconclusive

Results for O=C(Nc1ncc([N+](=O)[O-])s1)C1CCN(S(=O)(=O)c2cnc[nH]2)CC1 ?
TRb-SRC2 inh: 4%; TexasRed fluor: 1%; Epigenetic derep: -0.9%; NPSR antagonist: -3%[46.1 µM]; CBFb RUNX1 block: 5%; GLA spleen mod: 1%; Tau fibril FP: -1%; Tau fluor counter: -2%

What do the screens show for `O=C1c2ccccc2C(=O)N1CCC(O)C[N+](=O)[O-]` (stereo not given)?
TRb-SRC2 inh: -1%; TexasRed fluor: -3%; Epigenetic derep: -0.1%; NPSR antagonist: 1%; CBFb RUNX1 block: -8%; GLA spleen mod: -5%; Tau fibril FP: -2%; Tau fluor counter: -5%

A portion of the library. The share of hits here may be higher or lower than overall.
